# NCI-60 one-dose screen, 48 h, at 10 µM unless noted. Numbers give growth in % (100 = growth as untreated, 0 = no growth, -100 = all killed).
# CAKI-1 = CAKI-1 renal cancer; actives 4.7% (n = 75,000)
# RXF 393 = RXF 393 renal cancer cells; actives 6.9% (n = 77,000); AID 1794773
# ACHN = ACHN renal cancer. actives 4.9% (n = 81,000). AID 1794771
# NCI/ADR-RES = NCI/ADR-RES ovarian cells. actives 4.4% (n = 81,000)
# NCI-H522 = NCI-H522 lung cancer; actives 8% (n = 78,000)
# NCI-H460 = NCI-H460 lung cancer | actives 6.8% (n = 82,000) | AID 1794736
# NCI-H226 = NCI-H226 lung cancer; actives 3.5% (n = 79,000)
# A498 = A498 renal cancer cells; actives 5.4% (n = 76,000); AID 1794774
# NCI-H23 = NCI-H23 lung cancer; actives 4% (n = 80,000)
# An asterisk follows results filed as active; . = no result given; & = joins results of further samples. How the source made its calls: active means growth percent below 10; inactive means the rest.
SMILES,CAKI-1,RXF 393,ACHN,NCI/ADR-RES,NCI-H522,NCI-H460,NCI-H226,A498,NCI-H23
O=C1CCCc2nc3ccccc3c(/C=C/c3ccc(F)cc3)c21,88,106,103,107,60,98,.,77,114
Cc1cc(=O)oc2cc(OCC(=O)Nc3ccc(C(=O)/C=C/c4ccccc4)cc3)ccc12,101,78,89,94,86,83,87,85,87
COc1ccc(/C=C2\N=C(C)N(CCc3ccc(S(=O)(=O)NC(=S)NCc4ccccc4)cc3)C2=O)cc1OC,74,96,84,65,53,59,74,112,81
CSc1nc(-c2cccc(NC(=O)CCl)c2)c(C#N)c(=O)n1C,84,64,74,76,-74*,93,89,90,49
CCN=C1Cn2c(nc3scc(-c4ccccc4)c3c2=O)CN1CC,101,98,106,109,101,135,82,93,96
CCOC(=O)C1=C(C(=O)OCC)N(c2ccc(OC)cc2)C(N)=C(C#N)C1c1cc(=O)[nH]c2ccccc12 (stereo not given),86,106,91,98,86,104,89,55,111
COC(=O)/C=C/C(=O)OC,118,105,115,107,107,109,100,98,106
c1ccc(-c2cc(=[N+]3CCOCC3)c3ccccc3o2)cc1,92,95,101,95,95,99,89,91,91
O=C(O)C(Cc1ccc(O)cc1)N1C(=O)CSC1=S (stereo not given),92,109,96,104,94,108,102,93,99
CC(=O)C(C)(CCC#N)CCC#N,98,122,105,100,86,104,100,94,104
COc1cc2c(c3c1OCO3)C(c1ccc3c(c1)OCO3)=NC(C)C2 (stereo not given),94,99,93,106,93,77,89,70,97
O=C(Nc1ccccc1-c1n[nH]c(=S)[nH]c1=O)C(F)(F)F,92,100,99,100,94,99,80,95,96
C/C(=N\N=C(/C)C1CC(CC(=O)O)C1(C)C)C1CC(CC(=O)O)C1(C)C (stereo not given),.,.,116,111,88,115,116,105,105
COc1ccc(CC[N+](C)(C)C)cc1OC,91,106,95,87,93,101,109,142,95
COC(=O)[C@]1(C)CCC[C@]2(C)[C@H]3C[C@H]4C(C(C)C)=C[C@]3(CC[C@H]21)[C@@H]1C(=O)NC(=O)[C@@H]14,.,99,121,95,75,105,93,100,100
COc1cc(-c2ccc(NC(=O)NC3CC3)c(OC)c2)ccc1NC(=O)NC1CC1,.,73,64,90,-10*,16,102,59,98
Cc1cnc(Nc2ccc(N3CCN(C)CC3)cc2)nc1Nc1ccc(Cl)c(NS(=O)(=O)C(C)(C)C)c1,25,-78*,-4.7*,21,-29*,20,7.1*,-85*,19
CCOC(=O)/C(C#N)=C/c1ccc(N(C)C)cc1,102,85,111,102,98,101,95,71,96
N#C/C(=C\N1CCNC1=S)c1nc2ccccc2s1,95,105,89,110,80,99,80,110,90
Cc1ccc(C(C)C)cc1OCO,90,127,108,99,102,110,116,89,107
C=C[C@@H]1C[C@H](O)Cc2c(C)cc(C)cc2N1,97,108,103,97,101,102,104,90,98
CCOC(=O)NCn1c(=O)[nH]c2ccccc2c1=O,87,90,95,88,77,97,89,91,86
O=C(O)c1ccc(-c2nn(-c3ccc(C(F)(F)F)cc3)cc2C(c2oc(CO)cc(=O)c2O)c2oc(CO)cc(=O)c2O)cc1,84,89,93,98,64,86,82,111,.
Cn1cc(-c2csc(-c3c[nH]c4ccc(Br)cc34)n2)c2cccnc21,91,109,89,96,106,85,93,62,91

# Grouped by structure, those above with a Cl atom (2)
SMILES,CAKI-1,RXF 393,ACHN,NCI/ADR-RES,NCI-H522,NCI-H460,NCI-H226,A498,NCI-H23
CSc1nc(-c2cccc(NC(=O)CCl)c2)c(C#N)c(=O)n1C,84,64,74,76,-74*,93,89,90,49
Cc1cnc(Nc2ccc(N3CCN(C)CC3)cc2)nc1Nc1ccc(Cl)c(NS(=O)(=O)C(C)(C)C)c1,25,-78*,-4.7*,21,-29*,20,7.1*,-85*,19

# The results go on.
SMILES,CAKI-1,RXF 393,ACHN,NCI/ADR-RES,NCI-H522,NCI-H460,NCI-H226,A498,NCI-H23
CCOC(=O)c1sc(NC(=O)COc2ccc(/C=C3\CCc4cc(OC)ccc4C3=O)cc2)nc1C,77,.,103,87,-2.7*,111,92,77,97
CCOc1ccccc1/C=C/C(=O)c1sc(N)nc1C,111,98,102,110,79,101,109,.,93
NC(=O)c1cc(Br)ccc1O,96,102,101,102,94,118,109,98,101
CCOC(=O)Oc1ccc(C)cc1,101,103,116,106,97,106,94,88,99
O=C1Nc2ccccc2/C1=C/c1ccc(CO)n1-c1ccc(Cl)cc1,53,57,56,34,54,36,81,35,67
COc1cc(-c2c(C#N)c(-c3ccco3)nc3c2c(-c2ccccc2)nn3-c2ccccc2)ccc1O,71,98,88,82,70,72,86,91,93
COc1ccc(C(CC(=O)c2ccc3c(c2)OCO3)C(=O)O)cc1OC (stereo not given),95&91,106&115,99&118,99&106,78&89,112&102,110,106&104,97&104
CC(C)=CC/C=C(/C)[C@H]1CC[C@]2(C)[C@@H]1CC[C@@H]1[C@@]3(C)C/C(=C/c4ccc(C(F)(F)F)cc4)C(=O)C(C)(C)[C@@H]3CC[C@]12C,68,96,89,97,76,91,82,102,88
CCN(c1ccc(OC)cc1)c1nc(-c2ccc([N+](=O)[O-])cc2)cs1,70,107,97,97,76,94,96,100,87
N#CC(CCc1ccccn1)c1ccccc1 (stereo not given),101,112,106,110,104,120,106,112,110
COc1cc([C@@H]2c3cc4c(cc3C(O[C@@H]3O[C@@H]5CO[C@@H](c6cccs6)OC5[C@H](O)[C@H]3O)C3COC(=O)[C@@H]32)OCO4)cc(OC)c1O (stereo not given in full),-10*,-72*,-54*,60,-54*,-37*,-54*,-73*,-32*
O=c1[nH]c(O)c(/C=C2\C=c3ccccc3=N\C2=N\c2nc3ccccc3s2)s1,90,94,87,95,88,92,.,63,87
CC(=O)c1c[nH]c(=O)[nH]c1=O,97,94,111,101,96,90,92,73,103
C=C1C[C@H]2C[C@H](C)[C@H]3CC[C@H](C)C4=C3[C@@](O)(OC4=O)[C@@]2(C)C1,92,102,97,101,94,98,95,84,.
COc1ccc(NCc2ccc(CO)n2-c2ccc(C)cc2)cc1,96,103,95,100,91,115,96,118,97
Cc1ccccc1NCCOC(=O)Nc1ccccc1Cl,.,95,.,111,64,105,90,112,104
NC(=O)CSc1oc(-c2ccccc2)nc1S(=O)(=O)c1ccc(Br)cc1,88,47,64,86,70,72,55,61,80
NC(=O)C1(Nc2ccc(-c3ccccc3)cc2)CCCC1,88,115,99,102,121,116,116,105,103
Cc1ccc(C(C)C)cc1NC1=C(Cl)C(=O)c2ccccc2C1=O,.,100,66,72,79,95,84,62,78
O=[N+]([O-])C1(CO)COC(c2ccccc2)OC1 (stereo not given),100,114,95,110,100,95,97,97,99
NS(=O)(=O)c1cc2c(cc1Cl)NC(C(Cl)Cl)NS2(=O)=O (stereo not given),95&99,128&112,92&97,108&101,104&97,114&110,99&108,96&98,106&120
Nc1nc2cc(Br)ccc2o1,80,120,101,106,.,105,111,80,98
c1ccc(Sc2ncccn2)nc1,.,110,98,96,92,103,92,93,93
CCCCCCCCN(CCCCCCCC)C(=O)c1cccc(C)c1,91,92,104,95,100,108,85,87,93
Cc1cc(Cl)ccc1Nc1nc(C(F)(F)F)ccc1C(=O)N/N=C/c1cccc(O)c1,25,.,28,27,40,31,39,-41*,44
Cc1nc2cc3c(=O)n(C)cnc3cc2n1Cc1ccccc1,91,107,107,103,108,104,108,87,106
NCCCCC(N)C(=O)NC(CCCN=C(N)N)C(=O)O (stereo not given),100,113,102,105,102,111,109,112,106
Cc1ccc(NC2=CC(=O)C(=O)c3ccccc32)cc1,36,44,22,19,19,5.3*,-68*,63,-31*
O=C(Nc1ccc(CN2CCc3nc4cc(O)c(O)cc4cc32)cc1)Nc1ccc(Cl)c(Cl)c1,96,84,103,103,107,108,74,96,97
COc1ccc(/C=C2\COc3ccc(O)c(O)c3C2=O)cc1,2.2*,2.3*,-42*,6.5*,-60*,19,67,24,33
Oc1c(Br)cc(Cl)cc1C(c1cc(Cl)cc(Br)c1O)C(Cl)(Cl)Cl,1.8*,12,10,7.1*,-9.4*,1.1*,33,-12*,5.9*
Cc1cc(C(=C2C=CC(=Nc3ccccc3)C=C2)c2ccc(Nc3ccccc3)cc2)ccc1N,-57*,-94*,-90*,-47*,-81*,-84*,-84*,-79*,-32*
CN(O)C1=c2ccccc2=NC1=O,100,100,93,99,92,106,97,.,91
O=C1COc2c1ccc(O)c2O,115,123,110,106,.,109,114,.,97
COC(=O)/C(CCC=C(C)C)=C1\[C@@H](OC(C)=O)C[C@@]2(C)[C@H]1C[C@@H](O)[C@H]1[C@@]3(C)CC[C@H](NCCCNCCCCNCCCN)[C@@H](C)[C@@H]3CC[C@@]12C,62,76,42,66,94,19,.,69,61
CC(O)c1ccc(Sc2ccccc2)cc1 (stereo not given),60,111,95,104,92,95,70,85,99
COc1cc2oc(-c3cccc(NC(=O)[C@H](C)NC(=O)OC(C)(C)C)c3)cc(=O)c2c(OC)c1OC,85,93,80,100,86,104,94,92,104
N#CSc1ccc(O)c2ccccc12,101,113,102,108,61,112,104,107,99
COc1ccc([N+](=O)[O-])c(C(=O)O)c1,96,98,105,110,73,106,95,86,105
COc1cccc(C2CC(=O)Nc3c(-c4ccc(F)cc4)nsc32)c1 (stereo not given),77,89,94,87,63,94,66,89,79
CCOc1nc(-c2ccccc2)cc2c(O)c(C(=O)n3nc(C)cc3C)[nH]c(=O)c12,119,.,100,111,104,107,92,101,98
CN1CCN(Cc2ccc(NC(=O)c3nc4ccc5[nH]ncc5c4c4c3CCC4)cc2C(F)(F)F)CC1,-97*,68,-100*,-41*,-71*,-84*,74,85,19
CN(C)c1ccc(/C=C/c2nc(Nc3ccc(Cl)cc3)c3ccccc3n2)cc1,48,.,82,90,78,94,92,86,94
COc1ccc(-c2nc(SC)[nH]c(=O)c2C#N)cc1,84,111,109,99,92,108,86,116,98
C[C@]12CC[C@@H]3c4cc(O)c(O)cc4CC[C@H]3[C@@H]1CC[C@@H]2O,33,29,43,28,-8.6*,29,98,100,64

# Gathered by group, those above containing a carbonyl joined to an NH by a bond outside any ring
SMILES,CAKI-1,RXF 393,ACHN,NCI/ADR-RES,NCI-H522,NCI-H460,NCI-H226,A498,NCI-H23
Cc1cc(=O)oc2cc(OCC(=O)Nc3ccc(C(=O)/C=C/c4ccccc4)cc3)ccc12,101,78,89,94,86,83,87,85,87
CSc1nc(-c2cccc(NC(=O)CCl)c2)c(C#N)c(=O)n1C,84,64,74,76,-74*,93,89,90,49
O=C(Nc1ccccc1-c1n[nH]c(=S)[nH]c1=O)C(F)(F)F,92,100,99,100,94,99,80,95,96
COc1cc(-c2ccc(NC(=O)NC3CC3)c(OC)c2)ccc1NC(=O)NC1CC1,.,73,64,90,-10*,16,102,59,98
CCOC(=O)NCn1c(=O)[nH]c2ccccc2c1=O,87,90,95,88,77,97,89,91,86
CCOC(=O)c1sc(NC(=O)COc2ccc(/C=C3\CCc4cc(OC)ccc4C3=O)cc2)nc1C,77,.,103,87,-2.7*,111,92,77,97
NC(=O)c1cc(Br)ccc1O,96,102,101,102,94,118,109,98,101
Cc1ccccc1NCCOC(=O)Nc1ccccc1Cl,.,95,.,111,64,105,90,112,104
NC(=O)CSc1oc(-c2ccccc2)nc1S(=O)(=O)c1ccc(Br)cc1,88,47,64,86,70,72,55,61,80
NC(=O)C1(Nc2ccc(-c3ccccc3)cc2)CCCC1,88,115,99,102,121,116,116,105,103
Cc1cc(Cl)ccc1Nc1nc(C(F)(F)F)ccc1C(=O)N/N=C/c1cccc(O)c1,25,.,28,27,40,31,39,-41*,44
NCCCCC(N)C(=O)NC(CCCN=C(N)N)C(=O)O (stereo not given),100,113,102,105,102,111,109,112,106
O=C(Nc1ccc(CN2CCc3nc4cc(O)c(O)cc4cc32)cc1)Nc1ccc(Cl)c(Cl)c1,96,84,103,103,107,108,74,96,97
COc1cc2oc(-c3cccc(NC(=O)[C@H](C)NC(=O)OC(C)(C)C)c3)cc(=O)c2c(OC)c1OC,85,93,80,100,86,104,94,92,104
CN1CCN(Cc2ccc(NC(=O)c3nc4ccc5[nH]ncc5c4c4c3CCC4)cc2C(F)(F)F)CC1,-97*,68,-100*,-41*,-71*,-84*,74,85,19
